# UHRF1 MBD2 ctr: blocks human UHRF1 binding to methylated DNA; Q96T88; UHRF1 binding to methylated oligo, TR-FRET; inhibition, % at 4.4 µM; 370,000 tested, 0.75% active; AID 687016; in the data active means inhibition above about 21%;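 further: UHRF1 SRA domain binding a hemimethylated CpG hairpin DNA probe; 0% = median of test compound wells and 100% = reference inhibitor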
# TCR-CD3 inh: human TCR-CD3 binding inhibition; TAMRA-labeled TCR probe fluorescence, biochemical; inhibition, % at 9.4 µM; 360,000 tested, 0.37% active; AID 651800; in the data active means inhibition above about 19%;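 further: recombinant mutant TCR 2C K166C tagged with TAMRA read by polarization; 0% = receptor in buffer alone and 100% = receptor with positive control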
# ABHD4 inh: inhibits mouse alpha/beta hydrolase domain 4 | Q8VD66 | AID 720543 | purified mABHD4, FP-Rh probe fluorescence polarization | inhibition, % at 8.92 µM | 370,000 tested, 0.54% active;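 active means inhibition exceeding the mean over every tested compound plus 3 SD, cut at about 30% in these data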;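 further: 0% = plate median of compound wells and 100% = S159A mutant with DMSO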
#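 Doses – 8.92 µM, single dose · Material – wild-type mouse ABHD4 protein · Replication – single well per compound (singlicate) · Measure – percent inhibition of probe binding, normalized to plate controls · Schedule – 45 min compound pre-incubation plus 60 min probe step, 25 °C · Detection – fluorescence polarization with parallel and perpendicular emission, 525/598 nm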
# rCAG RNA binder: molecules binding r(CAG) RNA repeats; r(CAG) RNA repeat, TO-PRO-1 dye displacement fluorescence; inhibition, % at 3 µM; 370,000 tested, 1.3% active;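 active means inhibition above the plate cutoff, the mean of all test compounds on that plate plus 3 SD, cut at about 35% in these data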;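 further: 0% = DMSO alone and 100% = 100 µM mitoxantrone as full dye displacement; higher means more dye released from RNA so lower well fluorescence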
# GC-A act: GC-A (human) enzyme activation; P16066; HEK293 GC-A cells, cGMP TR-FRET, EC30 ANP; 0% at EC30 ANP, 100% saturating ANP; activation, % at 10 µM; 370,000 tested, 0.14% active; AID 1671463; in the data active means activation above about 40%
# GC-B act: GC-B (human) receptor activation; AID 1920062; HEK293-GC-B cells, CNP EC30, cGMP TR-FRET; 0% at EC30 CNP, 100% saturating CNP; activation, % at 10 µM; P20594; 370,000 tested, 0.11% active;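 active means activation at 10 µM reaching about 35% in either raw or pattern-adjusted values, limit read from the data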
# MBD2 DNA inh: blocks human MBD2 binding to methylated DNA; Q9UBB5; TR-FRET, MBD2 binding to methylated oligonucleotide; inhibition, % at 4.4 µM; 370,000 tested, 0.31% active; AID 686964; in the data active means inhibition above about 13%
# PRMT1 inh: blocks human protein arginine methyltransferase 1; 370,000 tested, 1.3% active; inhibition, % at 2.79 µM; recombinant PRMT1, activity-based probe fluorescence polarization; Q99873;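 active means inhibition above about 21% made by adding two undisclosed values, limit read from the data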
# HTRA1 inh: blocks human HTRA1 serine peptidase; Q92743; recombinant HTRA1, FP-rhodamine activity-based probe, fluorescence polarization; inhibition, % at 5.96 µM; 340,000 tested, 0.5% active; in the data active means inhibition above about 36%;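 further: 0% = enzyme with DMSO and 100% = wells lacking enzyme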
# Target sequence (Q92743 whole entry, looked up): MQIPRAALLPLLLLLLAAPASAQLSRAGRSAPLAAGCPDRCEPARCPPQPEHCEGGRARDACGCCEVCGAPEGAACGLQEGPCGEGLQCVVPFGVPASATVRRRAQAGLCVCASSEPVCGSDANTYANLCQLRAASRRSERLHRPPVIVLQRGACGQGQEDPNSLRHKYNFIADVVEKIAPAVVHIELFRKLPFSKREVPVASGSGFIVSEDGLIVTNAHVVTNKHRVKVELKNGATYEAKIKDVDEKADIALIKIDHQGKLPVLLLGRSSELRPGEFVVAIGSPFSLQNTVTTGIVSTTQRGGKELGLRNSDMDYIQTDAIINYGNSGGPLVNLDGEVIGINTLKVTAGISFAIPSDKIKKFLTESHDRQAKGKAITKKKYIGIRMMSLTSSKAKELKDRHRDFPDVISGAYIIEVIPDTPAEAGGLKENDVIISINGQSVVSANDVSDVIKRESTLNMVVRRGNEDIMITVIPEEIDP
# SIAE primary: blocks human sialic acid acetylesterase. Q9HAT2. SIAE FP-Rh probe binding, fluorescence polarization. inhibition, % at 9.66 µM. 370,000 tested, 0.69% active;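 active means inhibition above a cutoff: mean of compounds within the control limits plus 3 SD of those, cut at about 17% in these data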;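 further: 0% = plate median of compound wells and 100% = probe without SIAE protein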
# Target sequence (Q9HAT2 whole entry, looked up): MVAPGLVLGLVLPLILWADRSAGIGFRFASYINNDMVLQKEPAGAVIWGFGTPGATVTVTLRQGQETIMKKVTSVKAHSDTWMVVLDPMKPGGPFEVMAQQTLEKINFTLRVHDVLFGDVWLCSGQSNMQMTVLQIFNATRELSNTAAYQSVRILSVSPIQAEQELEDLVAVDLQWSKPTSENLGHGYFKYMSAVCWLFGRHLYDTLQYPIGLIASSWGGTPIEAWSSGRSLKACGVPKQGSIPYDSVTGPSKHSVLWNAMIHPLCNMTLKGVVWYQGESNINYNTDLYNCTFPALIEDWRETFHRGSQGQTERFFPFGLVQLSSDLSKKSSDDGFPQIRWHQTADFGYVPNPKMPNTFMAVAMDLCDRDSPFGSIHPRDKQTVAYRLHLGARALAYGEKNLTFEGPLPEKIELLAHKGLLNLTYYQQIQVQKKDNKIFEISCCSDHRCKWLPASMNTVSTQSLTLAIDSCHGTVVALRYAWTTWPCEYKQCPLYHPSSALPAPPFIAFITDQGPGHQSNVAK
# * marks the source's active call; other numbers are inactive results; . = no result given. These rows are one share of the data; count on the stated rates, not on these rows.
SMILES,UHRF1 MBD2 ctr,TCR-CD3 inh,ABHD4 inh,rCAG RNA binder,GC-A act,GC-B act,MBD2 DNA inh,PRMT1 inh,HTRA1 inh,SIAE primary
COC(=O)[C@]12CCCCC=C1N(Cc1ccccc1)C(=O)[C@H](CC(=O)N1CCC(c3ccccc3)CC1)C2,0,-3,-8,5,0,7,-3,-4,.,-1
O=[N+]([O-])c1ccccc1OCCCNCc1ccccc1,5,-3,8,3,-5,-3,7,4,4,-4
O=C(/C=C/c1cccs1)Nc1nccs1,-2,-4,-3,-5,2,-1,-1,4,-5,-5
COC(=O)c1ccc(N2CCOCC2)c(NC(=O)c2ccc(Br)o2)c1,1,4,-1,-2,-4,-1,1,-6,0,0
COc1ccc(S(=O)(=O)NCC(c2ccco2)N2CCOCC2)cc1 (stereo unspecified),-1,-10,10,-4,-1,-2,-7,0,-1,2
CCOC(=O)Nc1sc(C(=O)N(C)C)c(C)c1C(=O)OCC,6,-3,1,0,-8,5,2,-1,-6,2
COc1cccc(N2CCN(S(=O)(=O)c3ccc(-c4cnc(C5CC5)o4)cc3)CC2)c1,5,-10,0,1,0,-4,-6,2,-3,11
Cc1ccc(OCC(=O)NC2CCCCCC2)cc1C,0,4,-1,-7,0,7,2,0,-2,-7
O=C(COC(=O)c1ccccc1)NCCC1=CCCCC1,-3,-3,3,-4,-4,3,0,0,-1,4
O=C(NCCSc1c[nH]c2ccccc12)c1c(F)cccc1F,-1,0,0,2,3,2,0,4,-4,15
CCSc1nnc(NC(=O)c2ccc(C)o2)s1,1,2,4,-1,0,0,-2,-3,-4,2
O=C(COC(=O)c1ccc(Cl)nc1)NCCC1=CCCCC1,2,-4,5,-3,-1,-2,5,2,1,-35
CCOc1ccc(NC(=O)CN(C)C(=O)C(C)N2C(=O)c3ccccc3C2=O)cc1OCC (stereo unspecified),0,1,-2,-3,2,0,1,1,4,3
Nc1nc(Cl)nc2ncn(Cc3ccccc3)c12,0,-5,-6,-4,-1,-2,1,2,5,0
COc1cccc(N2C(=NC(=O)COc3ccccc3)SC3CS(=O)(=O)CC32)c1 (stereo unspecified),2,-5,-3,1,2,2,1,4,0,-4
CCCNC(=O)c1ccccc1NC(=O)c1ccc2c(c1)NC(=O)C(C)S2 (stereo unspecified),5,-1,-12,3,2,3,6,3,-34,-13
COC(=O)c1sccc1NC(=O)CSc1nnnn1-c1ccccc1C,4,6,-4,-2,-4,-5,0,0,3,1
Cc1cc(C)c(C#N)c(SCC(=O)Nc2ccccc2C)n1,-2,-2,1,-2,4,-3,-2,-1,3,12
O=C(Nc1cccc(Cl)c1)c1ccc2c(c1)OCCO2,0,4,-7,2,2,-2,0,-1,-21,-4
O=C(Cc1cccc(NC(=O)C2CCN(C(=O)c3ccccc3)CC2)c1)Nc1cccc(C(=O)N2CCCC2)c1,2,5,3,5,0,0,0,3,0,2
CCCOc1c(Br)cc(/C=N/O)cc1OC,-2,-1,-6,-5,-2,4,-6,0,-7,-1
CCS(=O)(=O)N1CCN(C(=O)c2ccccc2[N+](=O)[O-])CC1,-1,3,7,1,3,1,-5,-2,3,-4
Cc1ccc(OCc2cc(C(=O)N3CCCC(C)C3)no2)cn1 (stereo unspecified),-1,-1,8,-3,3,-3,6,4,4,8
C1CCC(c2nn3c(-c4n[nH]c5c4CCC5)nnc3s2)CC1,-1,3,0,9,-3,1,1,-1,-4,-1
COc1ccc(-c2noc(-c3ccc(Br)o3)n2)cc1OC,0,5,-3,0,-2,-3,-3,-1,1,-2
COc1ccc(-n2c(C)nn(CC3CC3)c2=O)cc1,0,4,3,0,-1,-3,-1,0,1,-6
O=C(Cc1c(F)cccc1Cl)Nc1ccccc1N1CCCCC1,2,1,-7,-3,1,-1,-3,4,-16,2
COc1cc(NS(=O)(=O)c2cc(C(=O)NCCc3ccccn3)ccc2OC)cc(OC)c1,-2,1,-7,3,-13,-2,4,-4,5,3
COc1cc(-c2nc3c(c(C)nn3-c3ccccc3)c3cc(OC)c(OC)cc23)ccc1O,-1,1,3,3,1,-5,-2,-1,0,-7
Clc1ncnc2scc(-c3ccc(Br)cc3)c12,7,-7,-16,3,9,-6,10,7,-8,-3
CCCCn1nnnc1C(c1ccc(OC)cc1)N1CCN(C/C=C/c2ccccc2)CC1 (stereo unspecified),-2,5,3,2,-3,1,1,2,.,1
Cc1ccc(-c2cc(-c3ccc4c(c3)OCO4)c(C#N)c(N)n2)o1,-1,1,-12,11,11,11,0,44*,-16,-14
COc1ccc(/C=N/n2c(=O)[nH]c3c([nH]c4ccc(Cl)cc43)c2=O)cc1CN1CCCCC1,-5,-1,-6,5,1,1,2,-7,0,5
CC(=O)N1c2c(cc(Br)cc2S(=O)(=O)Nc2c(C)n(C)n(-c3ccccc3)c2=O)CC1C (stereo unspecified),0,-5,-2,-4,-1,3,4,-5,1,-1
Cc1cc(C)c2cc3c(ccn3C3OC[C@H](O)[C@H](O)[C@H]3O)cc2n1 (stereo partly specified),-9,7,4,2,7,1,-17,7,-6,-1
COc1ccc(CN2C[C@@H](CO)O[C@@H](n3cnc4c(NCCN(C)C)ncnc43)C2)cc1,-2,3,4,0,-1,0,3,1,.,8
N#Cc1ccc(OCc2ccc(C(=O)O)o2)cc1,-1,10,1,0,2,7,-3,-3,0,0
COc1ccc(OC)c(NC(=O)c2nc3ccccc3s2)c1,0,6,-4,5,-6,-6,0,0,-1,-9
CCOC(=O)c1c(C)cc(C)n2c1nc1ccccc12,-2,-2,2,-2,7,2,-4,3,-1,-2
Cc1ccc(NC(=O)c2ccc(NCCN)c([N+](=O)[O-])c2)cc1,-16,12,4,24,3,0,-15,0,-13,-2
S=C(NC1CC1)N1CCCc2ccccc21,0,7,10,-2,2,1,-5,0,2,5
COC(C[C@H]1O[C@H]1C(=O)[C@@H](C)OCc1ccccc1)OC,7,-4,7,2,1,-3,5,0,0,3
CCOP(=O)(OCC)C(NC(=O)Nc1ccc(C)cc1)C(N)=O (stereo unspecified),-1,2,5,4,0,5,-1,-6,.,-2
O=C(OCc1c(Cl)cccc1Cl)c1ccncc1,-3,-2,7,-2,1,-2,1,-2,-9,2
CCCNc1nc2c(c(=O)[nH]c(=O)n2C)n1CCOc1ccccc1,1,1,-5,-2,-1,1,-2,-2,3,-5
CCOC(=O)CNC(=O)CSc1nnc(COc2ccc(Cl)cc2)n1CC,2,1,4,-9,3,-2,2,3,7,2
COc1ccc(NC(=O)CCNS(=O)(=O)c2cccc3nonc23)cc1,-3,1,1,1,2,2,0,1,7,-2
Cc1noc(C)c1COc1ccc(C(=O)N2CCCC(C(F)(F)F)C2)cc1 (stereo unspecified),4,-13,-4,-10,-8,-13,3,0,2,2
CCN1C(C)=C(C)S/C1=C1\SC(=S)N(NC(C)=O)C1=O,-6,5,1,-2,.,.,-1,-4,-4,13
c1ccc(NN(Cc2ccccn2)c2ccccc2)cc1,-2,-8,10,0,-8,-5,0,-1,-3,5
C=CCOc1cccn2c(N(C=O)Cc3ccc(OC)cc3)c(CC)nc12,-2,2,-3,4,0,1,-7,-1,.,-2
COc1ccc(C(=O)N2CCCC(CO)(Cc3ccccc3C)C2)o1 (stereo unspecified),1,0,-6,2,0,10,-3,6,-5,4
Brc1ccccc1-c1nnc(COc2cccc3cccnc23)o1,-7,-3,-1,7,3,-4,0,-2,-3,7
CCC(=O)Nc1nc(OC)cc(OC)n1,1,1,1,1,-1,2,-1,2,0,-5
CC1CCC2(CC1)CCN(CCCOC(=O)Nc1cccc(C(F)(F)F)c1)C2=O (stereo unspecified),1,.,6,-2,-2,-4,4,3,.,-3
CC1CN(C(=O)CCC(=O)NCc2ccc(Cl)cc2)c2ccccc2O1 (stereo unspecified),2,-6,1,1,-7,-13,3,0,-2,2
CCOc1ccc(C(C(=O)NCCC(C)C)N(CCO)C(=O)c2snc(C(N)=O)c2N)cc1 (stereo unspecified),0,-2,1,-6,2,-2,6,2,1,9
Cc1ccc(-c2csc(NC3OC(=O)c4ccccc43)n2)cc1 (stereo unspecified),-1,0,-7,5,10,-4,0,-1,-2,2
CCCCCC(=O)NC(NC(=S)N1CCOCC1)C(Cl)(Cl)Cl (stereo unspecified),-1,11,3,1,1,2,-1,0,-1,-6
[O-][n+]1onc2c1CCc1c-2nc(-c2ccccc2)n1OCc1ccccc1,-2,2,4,0,-3,-13,1,-2,5,5

# (next part)
SMILES,UHRF1 MBD2 ctr,TCR-CD3 inh,ABHD4 inh,rCAG RNA binder,GC-A act,GC-B act,MBD2 DNA inh,PRMT1 inh,HTRA1 inh,SIAE primary
Nc1cc(C(F)(F)F)ccc1C(=O)O,1,-1,5,1,1,-2,2,1,4,4
Cc1ccc(S(=O)(=O)c2c(C)nn(C(C)(C)C)c2OC(=O)c2ccco2)cc1,-2,4,-2,-4,0,1,-2,1,-18,-3
Cc1ccc(C(C[N+](=O)[O-])Sc2ccc(N)cc2)cc1 (stereo unspecified),0,-9,2,4,7,2,1,67*,-10,3
Cc1ccc(NC(=O)Cn2nnc(C(=O)NCc3ccccc3)c2N)cc1C,1,-2,-5,2,-2,5,-1,0,-11,-6
Cc1ccc(CNC(=O)COC(=O)CCC(=O)c2cccs2)cc1,2,-2,1,-6,3,0,0,0,6,4
O=C(c1ccc2ccccc2n1)N(CCO)Cc1ccccc1,-1,-1,12,-6,-5,-5,2,-3,5,-1
Cc1cc(C)cc(C(=O)NC(CC(N)=O)c2ccc(NCCN3CCOCC3)c([N+](=O)[O-])c2)c1 (stereo unspecified),0,-7,-2,2,-3,0,-10,-3,2,-1
c1cc(CNCCN2CCNCC2)ccn1,0,-6,-1,0,4,-1,4,-2,6,5
C=CCn1c(SCC(N)=O)nc2sc3c(c2c1=O)CCC3,-1,3,0,3,-9,-1,-5,0,-1,-1
Cc1coc2c(C)c3oc(=O)c(CCC(=O)NCCCN4CCOCC4)c(C)c3cc12,-4,-3,-2,3,2,-10,-4,-11,-7,4
CCOC(=O)c1ccc(S(=O)(=O)N2CCN(C(=O)c3cc4ccccc4o3)CC2)cc1,-1,0,8,1,-2,-3,3,1,-7,-7
Cc1nc2cc(NCc3cccs3)ccc2n1C,2,-5,-14,-5,-7,-5,1,12,5,83*
CCC(c1nnnn1C1CCCCC1)N1CCN(C(=O)c2ccco2)CC1 (stereo unspecified),2,1,-3,-5,-4,5,5,7,2,-2

# Some entries already given, showing only PRMT1 inh, UHRF1 MBD2 ctr and GC-B act:
mol | PRMT1 inh | UHRF1 MBD2 ctr | GC-B act
Cc1cc(C)cc(C(=O)NC(CC(N)=O)c2ccc(NCCN3CCOCC3)c([N+](=O)[O-])c2)c1 (stereo unspecified) | -3 | 0 | 0
c1cc(CNCCN2CCNCC2)ccn1 | -2 | 0 | -1
C=CCn1c(SCC(N)=O)nc2sc3c(c2c1=O)CCC3 | 0 | -1 | -1

# Entries listed above printed as active in PRMT1 inh.
structure	UHRF1 MBD2 ctr	TCR-CD3 inh	GC-A act	GC-B act	MBD2 DNA inh	PRMT1 inh	HTRA1 inh	SIAE primary
Cc1ccc(-c2cc(-c3ccc4c(c3)OCO4)c(C#N)c(N)n2)o1	-1	1	11	11	0	44*	-16	-14
Cc1ccc(C(C[N+](=O)[O-])Sc2ccc(N)cc2)cc1 (stereo unspecified)	0	-9	7	2	1	67*	-10	3

# Compound activity from PubChem BioAssay.
